MazF activator = increases E. coli MazEF RNase cleavage of RNA; activation, % at 20 µM; FAM/BHQ RNA-DNA oligo cleavage fluorescence, 5 h; 350,000 tested, 0.32% active; in the data active means activation above about 50%
Target sequence (P0AE70 whole entry, looked up): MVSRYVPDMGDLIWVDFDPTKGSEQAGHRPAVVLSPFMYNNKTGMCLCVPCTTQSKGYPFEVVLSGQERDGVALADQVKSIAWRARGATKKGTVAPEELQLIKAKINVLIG
Rv3671c protease = inhibitors of M. tuberculosis serine protease Rv3671c; P9WHR9; inhibition, % at 5.96 µM; 320,000 tested, 0.048% active; AID 2606; in the data active means inhibition above about 38%;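 further: extracellular domain of Rv3671c used as enzyme; 0% = enzyme with DMSO and 100% = no enzyme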
Target sequence (P9WHR9 whole entry, looked up, the tested form may be a part): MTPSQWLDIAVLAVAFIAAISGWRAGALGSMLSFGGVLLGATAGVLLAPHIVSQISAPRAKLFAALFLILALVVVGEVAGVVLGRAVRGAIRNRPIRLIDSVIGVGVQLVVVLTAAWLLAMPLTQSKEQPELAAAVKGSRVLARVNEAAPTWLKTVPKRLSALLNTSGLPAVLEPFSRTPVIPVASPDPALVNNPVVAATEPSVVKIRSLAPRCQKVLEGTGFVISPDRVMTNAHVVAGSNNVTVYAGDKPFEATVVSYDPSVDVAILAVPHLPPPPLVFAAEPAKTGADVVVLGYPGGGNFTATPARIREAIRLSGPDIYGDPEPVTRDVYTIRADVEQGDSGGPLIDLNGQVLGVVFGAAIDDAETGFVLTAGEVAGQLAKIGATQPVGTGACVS
Mtb BioA inh = inhibitors of Mycobacterium tuberculosis BioA enzyme. inhibition, % at 9.99 µM. 360,000 tested, 0.096% active. purified M. tuberculosis BioA enzyme, plate reader; in the data active means inhibition above about 40%
GDH-TPI inh = GDH-TPI coupled enzyme inhibition counter-screen | inhibition, % at 4.8 µM | GDH-TPI coupled enzyme counterscreen, NADH absorbance | 360,000 tested, 1.2% active; in the data active means inhibition above about 30%;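 further: 0% = DMSO wells and 100% = wells lacking the enzyme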
FBA Mtb inh = inhibits M. tuberculosis FBA enzyme | purified M. tuberculosis FBA, fluorescence read-out | 360,000 tested, 2.3% active | inhibition, % at 1 µM; in the data active means inhibition above about 27%;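 further: 0% = vehicle and 100% = reference inhibitor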
Vc quorum ag = inducers of Vibrio cholerae quorum light production without autoinducers; activation, % at 18.7 µM; AID 588436; V. cholerae BH1578 lux reporter, luminescence, 6 h; 350,000 tested, 0.16% active; in the data active means activation mostly above about 9.7%, no sharp cut-off; further: not every result past the cut was called active; inactives centre near 0; reference of the scale not given here
SARS 3CLpro inh = SARS-CoV 3CLpro protease inhibition; P0C6X7; recombinant SARS-CoV 3CLpro, quenched FRET peptide cleavage; inhibition, % at 6 µM; 290,000 tested, 0.14% active; AID 1706; in the data active means inhibition above about 12%
UGM FP inh = blocks M. tuberculosis UGM enzyme; AID 504406; P9WIQ1; purified UGM, fluorescence polarization probe displacement; 320,000 tested, 0.06% active; inhibition, % at 10 µM; in the data active means inhibition above about 10%, passing the limit was not always enough
Target sequence (P9WIQ1 whole entry, looked up): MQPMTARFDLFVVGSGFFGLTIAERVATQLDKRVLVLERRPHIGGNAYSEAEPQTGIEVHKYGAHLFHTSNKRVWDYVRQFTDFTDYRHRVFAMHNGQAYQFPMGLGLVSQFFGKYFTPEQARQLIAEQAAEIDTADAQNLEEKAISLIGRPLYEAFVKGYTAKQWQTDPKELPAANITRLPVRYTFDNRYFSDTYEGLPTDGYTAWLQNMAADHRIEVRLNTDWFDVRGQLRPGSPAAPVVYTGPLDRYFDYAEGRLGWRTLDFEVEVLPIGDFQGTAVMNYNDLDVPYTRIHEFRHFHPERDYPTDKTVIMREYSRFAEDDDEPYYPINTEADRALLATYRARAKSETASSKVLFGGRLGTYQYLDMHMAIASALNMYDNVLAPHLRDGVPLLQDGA
VHR inh abs = DUSP3 (human) phosphatase inhibition; P51452; 290,000 tested, 0.52% active; recombinant VHR phosphatase, pNPP absorbance; inhibition, % at 13.3 µM; in the data active means inhibition above about 50%; further: some compounds called inactive have numbers as strong as hits
Target sequence (P51452 whole entry, looked up): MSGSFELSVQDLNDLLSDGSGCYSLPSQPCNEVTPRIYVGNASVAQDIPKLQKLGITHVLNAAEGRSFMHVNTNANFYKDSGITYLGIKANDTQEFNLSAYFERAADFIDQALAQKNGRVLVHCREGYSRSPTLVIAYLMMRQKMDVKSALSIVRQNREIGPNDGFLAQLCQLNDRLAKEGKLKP
SSB-PriA inh = blocks PriA binding to SSB C-terminal tail. AlphaScreen SSBct-PriA binding, biotinylated peptide. inhibition, % at 33 µM. 430,000 tested, 0.6% active; in the data active means inhibition mostly above about 37%, no sharp cut-off; inactive means mostly below about 20%;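 further: plate controls were negative control peptide for no effect and reference peptide for full effect; strong numbers were not always called active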
Numbers without * were called inactive; i = inactive; . = not tested or not shown; & = joins results of further samples. Only part of the results is shown (hit frequency here may not be typical).

SMILES	MazF activator	Rv3671c protease	Mtb BioA inh	GDH-TPI inh	FBA Mtb inh	Vc quorum ag	SARS 3CLpro inh	UGM FP inh	VHR inh abs	SSB-PriA inh
NC(=O)c1ccc(NC(=O)CNc2cc(S(=O)(=O)N3CCOCC3)ccc2N2CCCC2)cc1	8.5	.	2.9	4.0	0.6	-0.3	.	.	.	12.0
COc1cccc(NC(=S)N2CCCC2c2ccc(OC)c(OC)c2)c1 (centres undefined)	1.5	0.7	3.3	3.4	-0.5	-0.4	-0.5	1.9	-6.2	-2.0
COc1ccccc1N1CCCSC1=Nc1ccccc1	2.9	.	-1.5	10.8	-0.1	4.5	.	.	.	.
Cc1cc(Nc2ccccc2)n(-c2ccc(Br)cc2)n1	2.0	2.1	.	3.8	0.2	-0.5	2.2	-2.4	22.8	-12.1
Cc1ccc(C)c(OCC(=O)N2CCN(c3ncccn3)CC2)c1	8.1	0.6	-0.5	-6.9	3.5	-3.1	.	-2.3	.	-6.4
Cc1ccc([C@H]2C[C@@H](n3cc(COC(=O)c4ccccc4)nn3)[C@H](O)CN2CC2CCCCC2)cc1	2.1	.	-1.4	-1.9	-2.3	-0.2	.	.	.	.
Cc1ccc(S(=O)(=O)N2C(=O)/C(=C3\SC(=S)NC3=O)c3ccccc32)cc1	.	11.1	.	.	.	.	-0.8	-2.9	-0.1	.
COc1cccc(CC2(CO)CCCN(Cc3ccccc3Cl)C2)c1 (centres undefined)	-4.6	4.9	-0.3	2.8	0.1	-2.0	-3.2	-2.8	1.0	-2.2
COc1cccc(/C=N/Nc2nn3cnnc3c3ccccc23)c1	3.6	-3.6	0.2	23.4	0.6	0.3	-3.9	-3.1	4.2	.
C[C@H]1CN([C@@H](C)CO)C(=O)CCCn2cc(nn2)CO[C@@H]1CN(C)C(=O)Nc1ccc(C(F)(F)F)cc1	-4.0	.	3.8	-19.4	-2.9	-0.3	.	.	.	.
Oc1ccccc1/C=N/n1cnnc1	2.6	-6.4	-1.5	1.6	-1.3	-1.3	-6.4	-0.3	-27.3	.
CCC1(CC)C(=O)C2=C3C1[C@H](C(=O)OC)C=C(C(=O)OC)C[C@H]3[C@H]1C(=O)N(Cc3ccccc3)C(=O)[C@H]1[C@H]2C (some centres undefined)	-1.7	9.8	-1.6	2.0	-0.6	0.9	.	-0.9	.	3.0
CCOC(=O)c1ccc(-n2cc(C(=O)c3cccnc3)nn2)cc1	-11.8	.	-1.7	-6.6	5.2	1.4	-0.4	-3.4	23.9	-6.2
CCOC(=O)CCCc1sc(N)nc1-c1[nH]c(=O)[nH]c1C	-8.2	4.4	-6.6	9.4	-0.5	i	-8.3	1.8	1.9	-6.7
C#CCOCCOCCOCCNc1nc(N2CCN(C(=O)[C@H]([C@@H](C)CC)n3cc(CCC(=O)O)nn3)CC2)nc(N2CCN(C(=O)[C@H](CCCCN)n3cc(CCC(=O)O)nn3)CC2)n1	6.7	.	-1.8	-4.8	0.9	i	.	.	.	-8.2
CC1(C)CC(=O)C(C=NCC2CCNCC2)=C(O)C1	5.3	7.8	0.2	1.1	-0.1	i	-5.4	2.4	3.5	-1.3
Cc1ccc(C)c(-n2ccnc2SCC(N)=O)c1	0.4	7.5	.	-8.5	0.7	-5.2	-1.3	2.0	21.6	-10.1
Cc1cc(C(=O)OCC(=O)Nc2c(Cl)cccc2Cl)c(C)o1	5.5	1.9	-1.9	9.7	-0.6	i	.	10.1*	.	-3.8
CCOc1ccc(N2C(=O)CC(N3CCN(c4ccc([N+](=O)[O-])cc4)CC3)C2=O)cc1 (centres undefined)	9.4	-9.2	0.4	4.9	-1.9	-0.8	-3.3	-0.5	44.4	-2.7
COc1ccc(NC(NC(=O)c2ccc(OC)cc2)C(Cl)(Cl)Cl)cc1 (centres undefined)	-0.9	1.9	0.3	-3.6	-4.4	-0.3	-1.2	0.6	31.5	11.4
CN(Cc1c(F)cccc1Cl)C(=O)c1ccc(NC(=O)CC2SC(N3CCCC3)=NC2=O)cc1 (centres undefined)	-2.4	-3.5	-1.1	4.2	-0.1	i	.	0.5	.	4.9
COc1ccc(-n2c(SCC#N)nc3ccccc3c2=O)cc1	0.5	6.8	-1.9	7.1	1.2	-0.8	2.0	1.1	20.8	-19.5
Cc1csc2nc(CNS(=O)(=O)c3cccnc3)cn12	-4.7	1.8	-2.2	3.7	1.8	i	-5.5	-2.0	.	-3.4&-13.0
CC(C)c1nnc(NC(=O)c2ccc3ccccc3c2)s1	5.3	-0.2	-2.2	-0.3	4.2	-4.2	7.2	0.9	19.2	4.5&-14.0
O=C(COc1ccccc1F)Nc1ccc(S(=O)(=O)NCc2ccco2)cc1	-1.3	-4.3	0.9	-0.4	0.4	i	2.8	2.1	11.7	-2.7
CC(N=C1NS(=O)(=O)c2ccccc21)C(=O)OCC(=O)N(C)C1CCS(=O)(=O)C1 (centres undefined)	4.6	7.2	0.8	-8.1	1.3	i	.	0.2	.	-16.0
COc1cc(SC)ccc1C(=O)Nc1ccc(C)cc1C	9.0	-7.5	2.4	.	.	0.1	-1.3	-0.6	-10.0	-6.3
CCC1Oc2ccc(C)cc2N(CC(=O)N(Cc2ccc(C)o2)C2CC(C)(C)NC(C)(C)C2)C1=O (centres undefined)	18.1	5.6	1.8	-2.2	-3.2	i	-1.6	-1.2	13.3	-1.5
COc1ccc(C(=O)OC(C)C(=O)NC(C)CCc2ccccc2)cc1[N+](=O)[O-] (centres undefined)	1.5	-11.1	-1.1	-2.7	-1.4	-0.1	2.4	1.0	29.3	-9.1
O=[N+]([O-])CC(=Nc1ccc(Cl)cc1)N/N=C\c1oc(O)c2ccccc12	-4.7	12.1	-0.6	3.8	1.2	-0.2	3.6	-4.8	15.2	.
Nc1c(Cl)c(Cl)nc(C(=O)N/N=C/c2ccco2)c1Cl	9.0	4.4	-1.2	11.4	-1.3	i	-3.1	0.1	26.1	.
O=C(COc1ccc(C(=O)c2ccccc2)cc1)NC1CCCCC1	-0.8	-2.3	-2.2	-5.8	2.1	-0.5	3.4	4.1	-13.1	-13.8
COc1cccc(N=CC2=C(O)CC(C)(C)CC2=O)c1	-7.7	2.0	-5.4	24.8	-0.1	i	-1.8	-0.6	2.9	8.9
Cc1ccc2c(c1)C1(OCCCO1)C(=O)N2CC#N	-1.9	-2.7	-1.3	19.6	0.9	i	5.1	1.1	-1.9	4.0&-4.6
CN(C)Cc1csc(Nc2ccc(C(F)(F)F)cn2)n1	.	.	-1.2	1.8	1.7	2.5	.	.	.	.
CCn1c(NC(=O)c2ccc(F)cc2)c2ccccc2nc1=O	23.2	1.4	0.3	-6.4	4.0	i	5.4	0.1	3.6	-4.8
Cc1[nH]nc(SCC(=O)N(C)c2ccccc2)c1[N+](=O)[O-]	4.2	-0.4	-1.4	2.6	3.4	i	5.9	5.9	31.5	-15.5
Cc1cc([N+](=O)[O-])nn1CC(=O)NCCc1c[nH]c2ccccc12	9.8	6.5	.	6.2	2.8	-2.0	-0.9	3.4	12.3	8.3
CCOc1ccc(/C=C2/C(=O)NC(=O)N(CCc3ccc(F)cc3)C2=O)cc1	-3.1	-13.3	0.0	2.9	-2.4	i	6.6	0.1	0.1	9.8
COc1ccc(C(=O)CCC(=O)Nc2ccc(Cl)cc2)cc1	2.9	.	-2.1	7.5	-3.7	i	1.6	-0.8	11.4	-12.9

Shown bar-delimited: 11 of the compounds above
SMILES | MazF activator | Rv3671c protease | Mtb BioA inh | GDH-TPI inh | FBA Mtb inh | Vc quorum ag | SARS 3CLpro inh | UGM FP inh | VHR inh abs | SSB-PriA inh
NC(=O)c1ccc(NC(=O)CNc2cc(S(=O)(=O)N3CCOCC3)ccc2N2CCCC2)cc1 | 8.5 | . | 2.9 | 4.0 | 0.6 | -0.3 | . | . | . | 12.0
COc1cccc(NC(=S)N2CCCC2c2ccc(OC)c(OC)c2)c1 (centres undefined) | 1.5 | 0.7 | 3.3 | 3.4 | -0.5 | -0.4 | -0.5 | 1.9 | -6.2 | -2.0
COc1ccccc1N1CCCSC1=Nc1ccccc1 | 2.9 | . | -1.5 | 10.8 | -0.1 | 4.5 | . | . | . | .
Cc1cc(Nc2ccccc2)n(-c2ccc(Br)cc2)n1 | 2.0 | 2.1 | . | 3.8 | 0.2 | -0.5 | 2.2 | -2.4 | 22.8 | -12.1
Cc1ccc(C)c(OCC(=O)N2CCN(c3ncccn3)CC2)c1 | 8.1 | 0.6 | -0.5 | -6.9 | 3.5 | -3.1 | . | -2.3 | . | -6.4
Cc1ccc([C@H]2C[C@@H](n3cc(COC(=O)c4ccccc4)nn3)[C@H](O)CN2CC2CCCCC2)cc1 | 2.1 | . | -1.4 | -1.9 | -2.3 | -0.2 | . | . | . | .
Cc1ccc(S(=O)(=O)N2C(=O)/C(=C3\SC(=S)NC3=O)c3ccccc32)cc1 | . | 11.1 | . | . | . | . | -0.8 | -2.9 | -0.1 | .
COc1cccc(CC2(CO)CCCN(Cc3ccccc3Cl)C2)c1 (centres undefined) | -4.6 | 4.9 | -0.3 | 2.8 | 0.1 | -2.0 | -3.2 | -2.8 | 1.0 | -2.2
COc1cccc(/C=N/Nc2nn3cnnc3c3ccccc23)c1 | 3.6 | -3.6 | 0.2 | 23.4 | 0.6 | 0.3 | -3.9 | -3.1 | 4.2 | .
C[C@H]1CN([C@@H](C)CO)C(=O)CCCn2cc(nn2)CO[C@@H]1CN(C)C(=O)Nc1ccc(C(F)(F)F)cc1 | -4.0 | . | 3.8 | -19.4 | -2.9 | -0.3 | . | . | . | .
Oc1ccccc1/C=N/n1cnnc1 | 2.6 | -6.4 | -1.5 | 1.6 | -1.3 | -1.3 | -6.4 | -0.3 | -27.3 | .

Carrying on.
SMILES	MazF activator	Rv3671c protease	Mtb BioA inh	GDH-TPI inh	FBA Mtb inh	Vc quorum ag	SARS 3CLpro inh	UGM FP inh	VHR inh abs	SSB-PriA inh
Cc1ccc(NC(=O)CNc2ccc(Cl)c(Cl)c2)cc1S(=O)(=O)N(C)C	6.7	-13.3	-1.4	2.3	2.5	-0.4	-2.7	0.1	-6.7	-2.5
CSc1ccccc1NC(=O)Nc1ccccc1	4.8	5.7	1.3	6.3	-3.2	i	-1.1	-2.0	8.3	4.3
COc1ccc(-c2nnc(SC(C)C(=O)Nc3nccs3)n2-c2ccccc2)cc1OC (centres undefined)	8.9	-1.9	.	6.1	3.9	-0.6	-2.4	1.0	10.9	-1.2
Cc1oc(-c2ccc(F)cc2)nc1CN1CCCC(C(=O)N2CCOCC2)C1 (centres undefined)	1.7	.	-2.5	1.2	-3.3	-0.3	0.6	.	-16.6	-4.3
Cc1ccc(C(O)P(=O)(OCCC(C)C)c2ccc(N(C)C)cc2)cc1 (centres undefined)	2.9	2.5	2.7	-3.2	1.0	i	1.9	-0.1	13.3	15.7
O=[N+]([O-])c1ccc2nc(CCCc3nc4ccc([N+](=O)[O-])cc4[nH]3)[nH]c2c1	4.9	-2.7	.	7.0	1.1	-0.3	-1.9	2.3	31.2	-6.8
NNC(=O)c1cc(-c2ccc(N)cc2)nc2ccc(Br)cc12	6.9	10.6	-1.5	21.4	3.8	0.8	-0.9	2.1	54.1*	0.2
Cc1cc(C)nc(Nc2nc(C(N)c3ccccc3)cs2)n1 (centres undefined)	.	.	-0.8	-2.7	-2.1	-0.4	.	.	.	.
Cc1c(C(=O)N(C)Cc2ccccc2)oc2ccc(S(=O)(=O)N3CCCC3)cc12	-0.5	-5.1	1.0	-10.4	0.6	-0.1	3.4	2.6	4.9	-14.2
Cc1cccc(N2CN(Cc3ccco3)CNC2=S)c1	-11.7	-3.2	.	-0.4	0.8	-2.6	-0.2	-0.6	-6.1	-16.6
O=c1cc(N2CCCCCC2)[nH]c(=O)n1-c1ccccc1Cl	4.2	3.0	.	3.9	1.5	-0.5	-2.4	2.9	-2.9	-6.4
COc1ccc(NC(=O)c2ccc(NC(=O)CCS(=O)(=O)c3cccs3)cc2)cc1	13.0	-17.6	.	7.4	-0.4	i	-2.4	-2.5	25.9	1.0
CC(=O)c1ccc(NS(=O)(=O)c2cc3c(cc2C)N(C)CCO3)cc1	3.9	-1.9	2.0	20.5	-2.0	i	-0.2	0.1	0.4	-0.9
COc1ccc(C(=O)NCCn2cc(SCC(N)=O)c3ccccc32)cc1	-2.1	-6.2	.	-7.7	4.6	-0.2	0.3	-1.5	6.2	-1.4
COc1ccc(C)cc1NC(=O)c1cc(S(=O)(=O)N2CCOCC2)cn1C	7.1	6.6	-1.3	-1.3	-0.3	-0.2	0.6	4.7	5.5	-8.7
